OX1R antagonist: OX1R (HCRTR1) antagonists, primary screen, fluorescence, CHO/OX1R cells, Fluo-8 calcium, orexin A | inhibition, % at 5 µM | 330,000 tested, 0.43% active | Fluo-8 calcium fluorescence | AID 434989, 2010;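 active means inhibition above its plate's threshold, mean inhibition of all tested compounds on the plate plus 3 SD, cut at about 37% in these data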;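 further: 0% = orexin A challenge wells and 100% = SB-334867-A antagonist wells; not every result past the cut was called active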
Target sequence (O43613 whole entry, looked up): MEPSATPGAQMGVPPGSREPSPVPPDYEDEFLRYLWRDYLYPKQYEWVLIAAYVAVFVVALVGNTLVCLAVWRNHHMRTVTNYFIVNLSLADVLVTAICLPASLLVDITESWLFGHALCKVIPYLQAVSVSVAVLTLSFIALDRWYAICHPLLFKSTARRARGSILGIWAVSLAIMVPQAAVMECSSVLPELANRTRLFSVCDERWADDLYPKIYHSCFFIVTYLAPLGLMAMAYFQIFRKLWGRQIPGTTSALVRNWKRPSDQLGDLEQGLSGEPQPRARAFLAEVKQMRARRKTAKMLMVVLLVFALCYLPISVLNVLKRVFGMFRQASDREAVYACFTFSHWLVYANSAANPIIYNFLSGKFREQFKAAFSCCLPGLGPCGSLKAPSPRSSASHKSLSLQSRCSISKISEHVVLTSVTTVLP
CHT PAM: CHT positive allosteric modulators, primary screen, cell-based, membrane potential dye, choline EC20; 310,000 tested, 0.49% active; AID 488977, 2010; High affinity choline transporter 1 (Homo sapiens), Q9GZV3; B-score at 10 µM; CHT-expressing cells; stronger effect = higher value; LV-AA mutant CHT in HEK293 cells;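 active means initial fluorescence not abnormally high and integrated response B-score, plate-corrected, over 3 SD above library mean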
Target sequence (Q9GZV3 whole entry, looked up): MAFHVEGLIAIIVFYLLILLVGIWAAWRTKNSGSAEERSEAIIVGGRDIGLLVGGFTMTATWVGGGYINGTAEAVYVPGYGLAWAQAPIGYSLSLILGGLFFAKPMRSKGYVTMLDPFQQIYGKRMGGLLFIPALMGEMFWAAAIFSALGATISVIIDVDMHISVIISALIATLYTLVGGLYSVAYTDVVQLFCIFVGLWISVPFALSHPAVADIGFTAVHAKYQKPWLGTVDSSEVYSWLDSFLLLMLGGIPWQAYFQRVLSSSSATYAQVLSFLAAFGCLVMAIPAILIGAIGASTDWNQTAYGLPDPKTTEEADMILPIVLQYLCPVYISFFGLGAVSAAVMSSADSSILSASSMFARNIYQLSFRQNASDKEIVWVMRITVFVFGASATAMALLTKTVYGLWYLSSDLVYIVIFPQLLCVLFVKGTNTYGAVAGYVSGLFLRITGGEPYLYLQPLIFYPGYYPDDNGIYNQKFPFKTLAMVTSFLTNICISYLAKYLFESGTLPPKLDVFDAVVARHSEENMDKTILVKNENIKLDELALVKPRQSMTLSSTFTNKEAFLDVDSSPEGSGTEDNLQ
Active calls of the source: *; i = inactive; · = no result given.

mol,OX1R antagonist,CHT PAM
CCOc1ccc(N(Cc2ccc(OC)cc2)C(=O)c2ccco2)cc1,-24,i
CC1CN(c2ccnc3cc(Cl)ccc23)CC(C)O1 (stereo not given),-7,i
COC(=O)N1CCc2c(sc(NC(=O)C3COc4ccccc4O3)c2C(N)=O)C1 (stereo not given),-17,i
Cc1cc(OCc2ccc(C(=O)Nc3ccc(C(=O)O)cc3)o2)ccc1Cl,-14,i
COc1ccc(OC)c(C(=O)c2oc3ccccc3c2NC(C)=O)c1,-26,i
Cc1ccc(S(=O)(=O)/C(C#N)=C/c2c(N3CC(C)OC(C)C3)nc3c(C)cccn3c2=O)cc1 (stereo not given),-47,i
NC(=O)[C@H]1CC2(CC(c3cccc(NC(=O)[C@H]4CCC(=O)N4)c3)=NO2)CN1C(=O)c1ccccc1 (stereo not given in full),-4,i
O=C1CN(C(=O)NCC(=O)N[C@H](Cc2ccccc2)C(=O)O)c2ccccc2N1,-7,i
CC(C)C(NC(=O)/C(=C/c1ccco1)NC(=O)c1ccc(Br)o1)C(=O)O (stereo not given),-16,i
O=C(NCc1ccco1)c1cccc(NS(=O)(=O)c2cccc(F)c2)c1,-11,i
O=C(NCCN1CCOCC1)c1ccccc1Oc1ccccc1,-10,i
CCC(=O)Nc1ccc(NC(=S)NC(=O)c2oc3ccccc3c2C)cc1,-25,i

(cont.)
mol,OX1R antagonist,CHT PAM
Fc1ccc(-c2nn(-c3ccccc3)cc2CNCc2ccccc2)cc1,-18,i
COC(=O)Cc1c(C)nc(SCc2ccccc2)[nH]c1=O,-4,i
CCc1nc(SCC(=O)N2CCOCC2)c2c(=O)n(C)c(=O)n(C)c2n1,-13,i
CN1CCN(C(CNC(=O)C(=O)Nc2ccc3c(c2)OCCO3)c2ccc(F)cc2)CC1 (stereo not given),-27,i
CCCCC(=O)Nc1cccc(-c2nc3ncccc3o2)c1,-23,i
COc1cc(C)c(C(C)C)cc1S(=O)(=O)NCCCn1ccnc1,-20,i
COc1ccc(N2CCN(CC(O)c3c[nH]c4ccc(OC)cc34)CC2C)cc1 (stereo not given),-16,i
CCCCN1C(=O)N(C)C2NC(=S)NC21 (stereo not given),-3,i
COc1ccc(NC(=O)CN(C)CC(=O)Nc2ccc3c(c2)CCC3)cc1,-22,i
Cc1ccc(S(=O)(=O)NCCC2=CCCCC2)cc1C(N)=O,5,i
O=C(N/N=C/c1cc(Cl)ccc1O)c1ccncc1,-6,i
CCn1c(SCC(=O)Nc2ccccc2OC)nnc1-c1cnccn1,-4,i

Compounds from the list above with a halogen, in the order listed:
mol,OX1R antagonist,CHT PAM
CC1CN(c2ccnc3cc(Cl)ccc23)CC(C)O1 (stereo not given),-7,i
Cc1cc(OCc2ccc(C(=O)Nc3ccc(C(=O)O)cc3)o2)ccc1Cl,-14,i
CC(C)C(NC(=O)/C(=C/c1ccco1)NC(=O)c1ccc(Br)o1)C(=O)O (stereo not given),-16,i
O=C(NCc1ccco1)c1cccc(NS(=O)(=O)c2cccc(F)c2)c1,-11,i
Fc1ccc(-c2nn(-c3ccccc3)cc2CNCc2ccccc2)cc1,-18,i
CN1CCN(C(CNC(=O)C(=O)Nc2ccc3c(c2)OCCO3)c2ccc(F)cc2)CC1 (stereo not given),-27,i
O=C(N/N=C/c1cc(Cl)ccc1O)c1ccncc1,-6,i

By substructure: the compounds so far containing a COOH group.
mol,OX1R antagonist,CHT PAM
Cc1cc(OCc2ccc(C(=O)Nc3ccc(C(=O)O)cc3)o2)ccc1Cl,-14,i
O=C1CN(C(=O)NCC(=O)N[C@H](Cc2ccccc2)C(=O)O)c2ccccc2N1,-7,i
CC(C)C(NC(=O)/C(=C/c1ccco1)NC(=O)c1ccc(Br)o1)C(=O)O (stereo not given),-16,i

Later entries:
mol,OX1R antagonist,CHT PAM
CC1CCC2C(C1)Nc1c(C(=O)O)cccc1C2(C)C (stereo not given),-5,i
CCC(=O)NCc1csc(-c2cccs2)n1,-14,i
COc1cc2cc(CN(Cc3cccnc3)C(=O)NCc3ccccc3)c(=O)[nH]c2cc1OC,-32,i
CC(C)n1cnc2c(NCc3ccccc3)cc(N[C@@H](CO)Cc3ccccc3)cc21,-7,·
O=C(c1ccco1)N1CCN(CC(O)COc2ccc(Br)cc2)CC1 (stereo not given),-17,i
COc1ccc(C2/C=C\CN(S(=O)(=O)c3ccc(C)cc3)CC(=O)N2Cc2cccc(F)c2)cc1 (stereo not given),44,·
Cc1cc2c(cc1C)C(c1ccsc1)CC(=O)N2 (stereo not given),-16,i
Cc1ccc(NC(=O)COC(=O)c2ccc3c(c2)OCO3)cc1S(=O)(=O)N1CCCCC1,-9,i
CC(C)COC(=O)Nc1nnc(SCc2ccccc2F)s1,-25,i
O=C(/C=C/c1ccc(Cl)c(Cl)c1)NCCCn1ccnc1,-22,i
OC(C#CCN1CCCC1)(c1ccccc1)c1cccnc1 (stereo not given),-28,i
Cc1ccc(C(=O)NN=CC(=O)c2ccccc2)c(C)c1,-2,·

New compounds follow.
mol,OX1R antagonist,CHT PAM
CCC(C)[C@H](NC(=O)N1CCn2c1nc1ccccc12)C(=O)NCC1CCCO1 (stereo not given in full),-30,i
CN(CC(=O)Nc1ccccc1C(F)(F)F)C(=O)c1cc(Cl)nc2ccccc12,-15,i
CC(C)Cn1c(N)c(-c2nc(C(C)C)c(C(=O)c3ccccc3F)s2)c(=O)n(C)c1=O,-16,i
CC(C)(C)OC(=O)NCc1ccc(NC(=O)c2nc[nH]c2C(=O)N[C@@H](Cc2ccccc2)C(=O)OC(C)(C)C)cc1,-22,i
CC(=O)Nc1nc(=S)n(-c2ccccc2)[nH]1,-15,i
Cc1csc(SCC(=O)Nc2cc(C(N)=O)cc(C(N)=O)c2)n1,0,·
N#C/C(=C(\O)Cc1ccccc1)c1nc2ccccc2[nH]1,-5,i
O=S(=O)(c1ccc(Br)cc1)N1CCCC1,-17,i
COc1ccc(NC(=O)C(NC(C)=O)C(=O)NCc2ccccc2OC)cc1 (stereo not given),-25,i
CCc1ccc2oc(-c3cc(N)ccc3Cl)nc2c1,-22,i
CC(C)C1Cc2c(C#N)c(N)sc(=S)c2CO1 (stereo not given),-10,i
COC(=O)c1sccc1NC(=S)N1CCN(C)CC1,-14,i

The listing continues.
mol,OX1R antagonist,CHT PAM
COC(=O)c1ccc(C2CC(=O)Nc3cc(OC)c(OC)c(OC)c32)cc1 (stereo not given),-12,i
CCc1sc(C(=O)Nc2cccc(-n3cnnn3)c2)cc1C,-15,·
C=CCSc1n[nH]c(-c2ccc(OCCCC)cc2)n1,-8,i
CC1=NN(Cc2c(C)nn(Cc3ccccc3)c2C)C(C)(C)C1,-13,i
CN(C)/C=N/c1ncc(C(=O)c2ccc(Cl)cc2)s1,-18,i
COC(=O)c1cn[nH]c1N,6,i
Cc1noc(C)c1COc1cccc(C(=O)OCC(=O)NC(=O)c2ccc(OC(F)F)cc2)c1,-10,i
O=S(=O)(N1CCCCC1)N1CCCN(S(=O)(=O)N2CCCCC2)CC1,-29,i
COc1cc(C)c(/C=C(\C#N)C(=O)Nc2cccc(C)c2)cc1C(C)C,-103,i
CCC(=O)Nc1cccc(NC(=O)CN2CCN(c3ccccc3OC)CC2)c1,-42,i
Cc1ccc2nc(NC(=O)C(NS(=O)(=O)c3cccc4nsnc34)C(C)C)sc2c1 (stereo not given),-36,i
CCOc1cc(/C=N/NC(N)=O)ccc1OC(=O)c1ccc(C)cc1,-35,i

Continuation.
mol,OX1R antagonist,CHT PAM
Cc1ccc(NC(=O)c2cc(-c3cccs3)on2)cc1,-20,i
COc1cccc(-c2nc(CS(=O)(=O)CC(=O)NCCN3CCOCC3)c(C)o2)c1,-15,i
CCOc1ccc(-c2csc3ncn(-c4ccc(OC)cc4)c(=O)c23)cc1,-18,i
COc1ccc(CN(C)C(C)C(=O)Nc2ccc(S(=O)(=O)N3CCCC3)cc2)c(OC)c1OC (stereo not given),-5,i
O=C(CCCN1C(=O)/C(=C\c2cccs2)SC1=S)Nc1ccc(O)cc1,-11,i
CSCCC(NC(=O)/C(=C/c1ccc(F)cc1)NC(C)=O)C(=O)O (stereo not given),2,i
COc1ccc(C2C(C(=O)c3ccco3)=C(O)C(=O)N2CCN2CCOCC2)c(OC)c1 (stereo not given),-6,i
CCOC(=O)C(Cc1ccc(O)cc1)NC(=O)CCc1c[nH]c2ccccc12 (stereo not given),9,i
Cc1cccc(N2CCN(C(=O)CCS(=O)(=O)c3ccc4c(c3)NC(=O)CO4)CC2)c1C,-29,i
O=C(C1CCN(S(=O)(=O)c2cccc3cccnc23)CC1)N1CCn2c1nc1ccccc12,-27,i
O=C(NCC1CCCCC1)c1cc(Br)ccc1Cl,-18,i
COc1cc(/C=N/N(c2ccccc2)c2ccccc2)ccc1O,-19,i

More records.
mol,OX1R antagonist,CHT PAM
Cn1c(Cn2c(=O)sc3ccccc32)nnc1SCC(=O)Nc1cccc(F)c1,-3,i
CCOC(=O)c1c(NC(=O)c2cccs2)sc2c1CCCC2,-11,i
CCOC(=O)c1sc2cc([N+](=O)[O-])cc(SCC(C)C)c2c1N,13,i
C/C(Cl)=C\COc1cc(C)nc2c(Br)cccc12,-58,i
Cc1ccc(OCC(=O)OCC(=O)c2ccccc2)cc1C,-22,i
Cc1noc(C)c1CCC(=O)Nc1c(C(C)C)cccc1C(C)C,-7,·
Cc1csc(=N)n1-c1ccc(Cl)cc1,-11,i
Cn1c(SCC(=O)NCC2CCCO2)nnc1-c1ccc(S(=O)(=O)N2CCCC2)cc1 (stereo not given),-1,i
COc1ccccc1C(=O)Nc1cc2c(cc1C(=O)O)OCCCO2,-1,i
CCOc1ccc(N2C(=O)CC(NCC3CCCO3)C2=O)cc1 (stereo not given),-20,i
Cn1c(=O)oc2cc(S(=O)(=O)NCCC(=O)N3CCc4ccccc4C3)ccc21,-20,i
CC(C)C1(C(C)C)OC(=O)c2ccccc21,-10,i

(next part)
mol,OX1R antagonist,CHT PAM
Cc1ccc(-n2nnnc2SCC(N)=O)c(C)c1,10,i
Cc1ccc(CCNC(=O)C2CCC(=O)N(Cc3ccccc3F)C2)o1 (stereo not given),-9,i
O=c1[nH][nH]c(-c2ccccc2)c1C=Nc1cccc(Cl)c1,-5,i
COc1ccc(N(CC(=O)NC2CCCCC2)C(=O)CCC(=O)Nc2nc(C)cs2)cc1OC,-18,i
COc1ccc(/C=N/NC(=O)c2ccccc2)cc1CN1CCN(c2ccc(F)cc2)CC1,-36,i
CC(C)CCNC(=O)c1cnn2c(C(F)(F)F)cc(-c3ccco3)nc12,-24,i
O=C(NC1CCCCC1)NC1CCN(C(=S)NCc2ccco2)CC1,-24,i
O=C(Cc1coc2ccc3ccccc3c12)Nc1nnc(C2CC2)s1,-16,i
CC(C)(C)c1ccc(C(=O)N/C(=C\c2ccco2)C(=O)O)cc1,-17,i
CCCC(=O)N/C(N)=N/c1nc(C)c2cc(C)ccc2n1,-27,i
O=C1C(c2ccccc2)=[N+]([O-])c2ccccc21,-9,i
COc1ccc(C(=O)c2ccc3oc(-c4ccc(OC)cc4)c(-c4ccc(O)cc4)c3c2)cc1,26,·

Further entries:
mol,OX1R antagonist,CHT PAM
CCOc1cc2[nH]c(=S)n(CCCC(=O)NCc3ccccn3)c(=O)c2cc1OCC,-26,i
CN(C)C(=O)CSc1n[nH]c(=O)[nH]c1=O,5,i
O=C(Nc1nc(-c2ccc(S(=O)(=O)N3CCCC3)cc2)cs1)c1ccco1,-19,i
Cc1ccccc1NC(=O)c1cnc2ccccn2c1=O,11,i
Cn1cnnc1SCC(=O)c1ccc(O)c(O)c1,-5,i
Cc1ccc(C(=O)OCC(=O)NCC2COc3ccccc3O2)cc1 (stereo not given),-16,·
FC(F)(F)c1cc(Oc2ccccc2)ncc1-c1nnc(-c2ccccc2Cl)o1,-20,i
Cc1cc(C(=O)NCC(=O)Nc2ccc(F)c(F)c2)c(C)o1,-4,·
CN(C)c1ccc(C(CNC(=O)c2ccc(F)cc2)c2c[nH]c3ccccc23)cc1 (stereo not given),-17,i
CSc1ccc(C2N=C(c3ccccc3)NO2)cc1 (stereo not given),-8,i
COc1ccc(C)cc1N(C(=O)c1ccc(C#N)cc1)C1=NC(C)(C)CS1,-25,i
O=C(CCCNS(=O)(=O)c1cccs1)N1CCN(c2ccc(F)cc2)CC1,-28,i

Carrying on.
mol,OX1R antagonist,CHT PAM
Oc1ccc(COCc2ccccc2)c2cccnc12,-15,i
COc1ccc(NC(=S)Nc2cccnc2)c(OC)c1,-18,i
O=C(c1cc([N+](=O)[O-])ccc1Cl)N1CCN(c2ccccc2)CC1,-8,i
CC(=O)Nc1ccc(S(=O)(=O)NNC(=O)c2cccc(Br)c2)cc1,-9,i
CC(=O)Nc1ccc(N/C=C/C(=O)c2ccc(C)o2)cc1,-25,i
NNC(=O)c1ccc(CN2CCCCC2)o1,-3,i
CCCN(Cc1ccc(N(CC)CC)cc1)CC1CC1,7,i
Cc1occc1C(=O)N1CCN(c2ccc(Cl)cc2)CC1,-56,i
Cc1ccc(NC(=O)N2CCCC2C(=O)NCCC2=CCCCC2)cc1 (stereo not given),-24,i
CC(C)Cc1nnc(NC(=O)CN2C(=O)NC3(CC(C)CC(C)(C)C3)C2=O)s1 (stereo not given),-42,i
NS(=O)(=O)c1cccc(NC(=O)CSc2nnc(C3CC3)n2Cc2ccccc2)c1,-16,i
CCC(CC)C(=O)Nc1cccc(C(=O)NCCc2ccc(S(N)(=O)=O)cc2)c1,-1,i
O=C(CSc1nnc(NC(=O)C2CC2)s1)NCc1ccccc1Cl,-16,i
O=C(CN1CCN(C(=O)c2ccccc2F)CC1)Nc1ccc(Br)cc1,2,i

Screening results deposited in PubChem by several laboratories.

An unsorted share of the library (roughly 0.83% active in at least one column).
